SENP1 inh: inhibitors of human SENP1 SUMO protease catalytic domain | recombinant SENP1 catalytic domain, CyPet-SUMO1-YPet FRET cleavage | 360,000 tested, 0.21% active | inhibition, % at 10 µM | Q9P0U3;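 active = inhibition at least 30% at 10 µM, raw YFP signal under a set limit, fluorescence ratio 0.5 to 1.5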;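 also: 0% = enzyme with DMSO and 100% = no enzyme wells; some results filed as inactive read as strong as hits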
Target sequence (Q9P0U3 419-644 limits assumed): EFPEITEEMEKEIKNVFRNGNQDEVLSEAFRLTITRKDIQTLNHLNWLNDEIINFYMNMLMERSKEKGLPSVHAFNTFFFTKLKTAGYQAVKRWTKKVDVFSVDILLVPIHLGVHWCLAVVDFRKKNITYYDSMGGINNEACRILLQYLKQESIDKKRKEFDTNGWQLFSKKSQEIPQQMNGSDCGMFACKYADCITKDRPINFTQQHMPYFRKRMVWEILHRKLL
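Test system: hSENP1 catalytic domain, recombinant; Amount: 20 pM final SENP1 enzyme; Medium: Tris pH 8 buffer plus EDTA, NaCl, BME, BSA, NP40, catalase; Schedule: 50 min enzyme reaction, room temperature, light-protected; Technique: FRET fluorescence in CFP and YFP emission channels; Controls: no-enzyme wells low, DMSO-plus-enzyme wells high control.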
APOBEC3A inh: blocks human APOBEC3A ssDNA deamination. recombinant A3A, FAM/TAMRA ssDNA deamination fluorescence. inhibition, % at 20 µM. 330,000 tested, 0.41% active. AID 493011;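 active = at least 40% inhibition at 20 µM here, with at most 30% in a related deaminase screen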;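 also: plate controls were A3A with DMSO for no effect and wells lacking A3A enzyme for full effect; some results filed as inactive read as strong as hits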
Target sequence (P31941 whole entry, looked up): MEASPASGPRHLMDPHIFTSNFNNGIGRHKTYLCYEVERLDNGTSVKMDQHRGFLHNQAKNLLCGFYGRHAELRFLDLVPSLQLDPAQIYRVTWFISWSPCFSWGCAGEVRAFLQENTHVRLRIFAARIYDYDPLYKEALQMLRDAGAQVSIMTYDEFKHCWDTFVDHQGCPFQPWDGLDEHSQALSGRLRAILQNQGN
mIAP activ: mouse IAP activation; muIAP, CDP-Star luminescence, 30 min; active compounds read high; 1 = vehicle-only enzyme signal, 0 = enzyme-free wells; activation factor at 10 µM; 330,000 tested, 0.24% active;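 active = activation factor of at least 2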; also: the source names both 10 and 20 µM as test concentration; values of inactives mirror those of a sister screen read the other way
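System: mouse IAP enzyme. Reagent: CDP-Star chemiluminescent phosphatase substrate. Benchmarks: DMSO wells, no-enzyme wells. Times: 30 min enzyme-substrate-compound incubation at room temperature. Detection: luminescence from enzymatic CDP-Star hydrolysis. Doses: test compounds delivered from DMSO solution.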
MIN6 prolif: MIN6 beta-cell proliferation induction | proliferation, % at 10 µM | MIN6 cells proliferation, ATPlite luminescence, 48 h; cells starved in 0.2% serum; 100% = growth in 10% serum | 330,000 tested, 0.29% active | AID 2380;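 active = compounds whose signal lies at least 3.5 SD above the mean of all wells on their plate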;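 also: 0% = DMSO-treated cells in low-serum medium and 100% = 10% serum control; some compounds called inactive have numbers as strong as hits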
hIAP act: increases human intestinal alkaline phosphatase activity | purified human IAP, CDP-Star luminescence, 30 min; active compounds read high; 1 = vehicle-only enzyme, 0 = enzyme-free background | P09923 | 330,000 tested, 0.16% active | activation factor at 10 µM;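 active = activation factor of the enzyme at least 2-fold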; also: the source names both 10 and 20 µM as test concentration; values of inactives mirror those of a sister screen read the other way
NLRP3 yeast inh: NALP3 inhibition in yeast; Yeast reconstituted NLRP3/ASC/caspase-1, beta-gal luminescence, 24 h; inhibition, % at 10 µM; 330,000 tested, 0.39% active;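 active = inhibition of 50% or more; inactive = inhibition below 50%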;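 also: plate controls were induced DMSO wells for no effect and uninduced yeast grown without galactose for full effect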
APOBEC3G inh: blocks human APOBEC3G single-stranded DNA deamination. recombinant A3G, ssDNA deamination FAM/TAMRA fluorescence. 330,000 tested, 0.28% active. AID 493012. inhibition, % at 20 µM. Q9HC16;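 active = inhibition of at least 40% at 20 µM, with no more than 30% in the related APOBEC3A deaminase screen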;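 also: plate controls were DMSO wells with A3G for no effect and wells lacking A3G enzyme for full effect; some compounds called inactive have numbers as strong as hits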
Target sequence (Q9HC16 whole entry, looked up): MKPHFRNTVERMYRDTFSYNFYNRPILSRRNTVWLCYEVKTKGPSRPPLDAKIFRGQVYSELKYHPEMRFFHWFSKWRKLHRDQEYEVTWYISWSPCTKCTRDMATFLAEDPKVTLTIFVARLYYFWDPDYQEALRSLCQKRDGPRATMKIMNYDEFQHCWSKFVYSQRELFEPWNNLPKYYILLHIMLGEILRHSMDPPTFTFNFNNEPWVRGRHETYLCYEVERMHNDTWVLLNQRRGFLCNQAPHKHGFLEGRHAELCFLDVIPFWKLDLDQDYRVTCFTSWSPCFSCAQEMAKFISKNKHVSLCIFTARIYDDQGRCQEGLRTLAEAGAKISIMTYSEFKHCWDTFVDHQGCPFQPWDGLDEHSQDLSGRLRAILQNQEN
mIAP inh: mouse IAP inhibition | purified mouse IAP, CDP-Star luminescence, 30 min | inhibition, % at 10 µM | 330,000 tested, 0.2% active | AID 2806;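 active = inhibition of at least 40% at 10 µM in the primary screen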;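 also: plate controls were DMSO with enzyme for no effect and no enzyme wells for full effect; values of inactives mirror those of a sister screen read the other way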
hIAP inh: human IAP inhibition | purified IAP, CDP-Star luminescence, 30 min | inhibition, % at 10 µM | 330,000 tested, 0.12% active;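 active = inhibition reaching a set limit with compound at 10 µM in the primary screen, cut at about 35% in these data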;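 also: plate controls were DMSO wells with enzyme for no effect and no-enzyme buffer wells for full effect; values of inactives mirror those of a sister screen read the other way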
* hit, by the source's call; x = not tested or not shown. Only part of the results is shown, so the mix of outcomes need not match the whole.

SMILES | SENP1 inh | APOBEC3A inh | mIAP activ | MIN6 prolif | hIAP act | NLRP3 yeast inh | APOBEC3G inh | mIAP inh | hIAP inh
COc1ccc(Cn2cnc3c4cc(F)ccc4n(C)c3c2=O)cc1 | 0 | 3 | 0.98 | -1 | 0.98 | 12 | -1 | 2 | 2
Cn1c(CNC(=O)c2ccc3c(c2)OCO3)nnc1SCC(=O)Nc1ccccc1F | 3 | -3 | 1 | -1 | 0.88 | 17 | -10 | -1 | 12
Cc1cccc(C)c1NC(=O)CCCSc1nnc(N)s1 | -1 | 7 | 0.99 | 3 | 1.2 | 8 | -16 | 1 | -17
O=C(Nc1ccc(N2CCOCC2)cc1)c1cnccn1 | 2 | -7 | 1 | -7 | 1.1 | 9 | -8 | 0 | -7
O=C(NC(=S)NCc1ccco1)c1ccccc1 | 1 | -5 | 0.94 | -4 | 1 | 14 | -9 | 6 | 0
O=C(Nc1cccc(C(F)(F)F)c1)c1cc(S(=O)(=O)N2CCCCC2)ccc1N1CCOCC1 | 1 | 3 | 0.96 | -4 | 1.1 | 13 | 2 | 4 | -5
CC(=O)N(C(C)=O)C1=C(C#N)C2(CCCCC2)Cc2ccccc21 | 1 | -6 | 1 | 0 | 0.85 | 16 | -10 | -1 | 15
Cn1nc(CC(=O)N2CCN(c3ccccc3)CC2)c2ccccc2c1=O | 1 | 3 | 0.93 | -4 | 0.95 | 5 | 4 | 7 | 5
CN(C)c1nnc(-c2ccc(Cl)cc2)o1 | 1 | 6 | 1.1 | 1 | 1.1 | 10 | -12 | -8 | -5
O=C(COC(=O)COc1ccc(Cl)cc1Cl)Nc1cccnc1Cl | 7 | -1 | 1 | 1 | 1.2 | -11 | -7 | -1 | -18
O=C(O)CCC(=O)N1N=C(c2cccs2)CC1c1ccc(Br)cc1 (configuration not stated) | -2 | 1 | 1.2 | 1 | 1 | 9 | 2 | -18 | -3
CCOC(=O)c1c(S(=O)(=O)NCC(=O)NCc2ccccc2Cl)c(C)n(C)c1C | 1 | -4 | 1.1 | -4 | 1.3 | 6 | -5 | -5 | -31
Cc1sc(NC(=O)CSc2nc(N)n(CC(=O)c3ccccc3)n2)c(C#N)c1C | -3 | 3 | 0.91 | 0 | 0.95 | -1 | -4 | 9 | 5
CC(C)NC(=O)c1cc(C(=O)c2cc(Cl)ccc2O)coc1=N | -5 | -3 | 0.96 | -2 | 0.87 | 11 | -1 | 4 | 13
O=C(NCCc1ccncc1)c1ccc2nc(Cc3cccc(Cl)c3)oc2c1 | 0 | -4 | 0.98 | 7 | 1 | 3 | -12 | 2 | -4
COc1ccc(CNC(=O)CN2CCC(NC(=O)c3ccccc3C)CC2)cc1 | -1 | -5 | 0.98 | 0 | 1 | 19 | -5 | 2 | -2
CC(C)(C)OC(=O)N[C@H](C(=O)OC(C)(C)C)c1ccc(Br)cc1 | 0 | -2 | 0.95 | 0 | 1.1 | 43 | -4 | 5 | -10
CCCSc1cc(=O)n(-c2ccccc2)nc1C(=O)O | 3 | -3 | 1 | 0 | 0.9 | 10 | -4 | -3 | 10
C=CCCC(=O)Nc1nc(C)c(-c2csc(Nc3ccc(Cl)cc3)n2)s1 | -19 | -2 | 0.88 | -7 | 1.3 | 7 | -14 | 12 | -25
Cn1c(=O)c2ncn(CC(=O)Nc3cccc(-c4nc5ccccc5s4)c3)c2n(C)c1=O | -5 | -5 | 1 | -5 | 1.1 | 15 | 0 | 0 | -9
Cc1ccc(Nc2c(-c3ccc(N4CCOCC4)cc3)nc3ncccn23)cc1 | -44 | 0 | 0.96 | 5 | 1 | 14 | -10 | 4 | -2
CC1CCCN(CCCNC(=O)c2ccc(CS(=O)(=O)c3c(Cl)cccc3Cl)o2)C1 (configuration not stated) | 2 | 0 | 0.97 | 3 | 1 | 4 | 12 | 3 | -2
CC(=O)N1CCN(S(=O)(=O)c2ccc3c(c2)CCC(=O)N3)CC1 | 2 | -1 | 0.87 | 7 | 0.94 | 6 | -5 | 13 | 6
O=C(OCC(=O)N1CCCC1)c1cc([N+](=O)[O-])ccc1Cl | 1 | -4 | 0.96 | 0 | 0.8 | 24 | -6 | 4 | 20
Cc1cc(C(=O)NC2CCCc3c2cnn3-c2ccccc2F)nc(C)n1 (configuration not stated) | 1 | -3 | 0.96 | -3 | 1.1 | -2 | -7 | 4 | -14
N#Cc1sc2nc(-c3cccs3)cc(-c3ccc(F)cc3)c2c1N | -27 | -2 | 0.98 | -2 | 0.9 | 3 | -11 | 2 | 10
O=C(c1cccc(F)c1)N1CCN(C(=O)c2cc3nc(-c4ccco4)cc(C(F)(F)F)n3n2)CC1 | -82 | -3 | 0.86 | -2 | 1 | 14 | -8 | 14 | 0
CCOC(=O)COc1ccc2c(c1)c(C(C)=O)c(C)n2-c1ccc(OC)cc1 | 0 | -3 | 1 | -1 | 1.1 | 7 | -6 | -1 | -9
CC(C)CN1CCC(=O)N(CCC#N)CC1 | -2 | 4 | 1.1 | 0 | 1 | 8 | 4 | -6 | -1
Cc1cc(C(=O)N/N=C/C(Cl)=C/c2ccccc2)c(C)o1 | 3 | 0 | 1 | -4 | 1.2 | -5 | -4 | -1 | -16
COc1ccc2cc(C[C@@H]3CC[C@@H](CO)O3)ccc2c1 | 5 | 1 | 1.1 | x | x | x | 3 | -5 | x
N#Cc1ccc(-c2nc3ccc(Br)cc3c(=O)n2O)cc1 | -5 | 1 | 1 | -4 | 0.96 | 39 | 0 | 0 | 4
O=C(Cc1c(F)cccc1Cl)NNC(=O)c1ccncc1 | 3 | -4 | 1.2 | -2 | 0.98 | -5 | -8 | -15 | 2
CC(=O)c1ccc(NC(=S)NC(=O)/C=C/c2ccc(F)cc2)cc1 | 2 | -3 | 0.98 | -4 | 0.92 | 15 | 6 | 2 | 8
CCn1c(SCC(=O)c2ccc(Br)cc2)nnc1C(C)NC(=O)Cc1ccc(OC)cc1 (configuration not stated) | 1 | 8 | 0.93 | 2 | 0.84 | 8 | -3 | 7 | 16
COc1cnc(-c2ccccn2)nc1Sc1ccc(C)cc1 | 0 | -3 | 0.88 | -4 | 1.1 | 38 | -5 | 12 | -8
O=C1C(Cl)=C(N2CCOCC2)C(=O)N1c1ccccc1F | -1 | -3 | 0.96 | -4 | 0.96 | 16 | -5 | 4 | 4
Cc1ccc(C2=NS(=O)(=O)N(C)C(C(=O)N3CCOCC3)=C2)cc1 | -2 | 3 | 0.91 | 1 | 0.97 | 17 | 5 | 9 | 3
COC(=O)c1ccccc1C(=O)N(Cc1cccnc1)CC1CCCN(C2CCCCC2)C1 (configuration not stated) | -15 | 1 | 1.1 | -4 | 1.1 | 7 | 5 | -8 | -10
O=C(NCc1ccccc1Cl)C1CCCN1S(=O)(=O)c1ccccc1F (configuration not stated) | 3 | -1 | 0.97 | 0 | 0.94 | 31 | -4 | 3 | 6
COc1ccc(OC)c(C2c3c(oc4ccccc4c3=O)C(=O)N2CCCN(C)C)c1 (configuration not stated) | 2 | -4 | 0.96 | -1 | 1.1 | 20 | -4 | 4 | -11
COc1ccc(OC)c(NS(=O)(=O)c2ccc3c(c2)C(C)(C)C(=O)N3C)c1 | 0 | -1 | 0.98 | 0 | 1.1 | 19 | -9 | 2 | -7
Cc1ccc(-c2nc(CS(=O)(=O)CC(=O)N3CCc4ccccc4C3)c(C)o2)cc1 | -2 | 2 | 0.92 | -4 | 0.9 | 25 | -4 | 8 | 10
CSCCC(NS(=O)(=O)c1ccc(Cl)cc1)C(=O)OCC(=O)c1ccc(F)cc1 (configuration not stated) | 5 | -3 | 1 | -1 | 0.97 | -1 | -8 | -4 | 3
CC(Sc1ncnc2sc(-c3ccccc3)cc12)C(=O)NCC1CCCO1 (configuration not stated) | -1 | -4 | 0.94 | 1 | 0.97 | 22 | -8 | 6 | 3
CCOC(=O)c1cnc2ccccc2c1NCCO | -17 | -5 | 0.98 | -1 | 0.91 | 5 | -7 | 2 | 9
CCOc1ccccc1N(CC(=O)NC1CCCCC1)S(=O)(=O)c1ccccc1 | -1 | -2 | 0.93 | 0 | 0.94 | 30 | -6 | 7 | 6
CCOC(=O)COc1ccccc1/C=C1/NC(=O)NC1=O | 1 | 1 | 1 | 0 | 1.1 | 4 | -5 | -2 | -7
CCN(CC)Cc1c(C(=O)N/N=C/c2cccs2)nnn1-c1nonc1N | 0 | 0 | 1 | 0 | 0.99 | -8 | -4 | -4 | 1
O=C(N/C(=C/c1cccnc1)C(=O)N1CCOCC1)c1ccccc1Cl | -2 | -3 | 1 | 0 | 1.2 | 16 | -9 | 0 | -19
Nc1c(C(=O)NCc2ccco2)nnn1CC(=O)Nc1ccccc1 | 2 | -1 | 1 | -4 | 1.1 | 8 | -4 | 0 | -11
O=C(Nc1ccc(N2CCCC2)cc1)c1ccc2ccccc2c1 | 2 | -3 | 0.7 | 1 | 1 | 6 | 1 | 30 | -3
CC(OC(=O)C1=COCCO1)C(=O)c1ccc(C(C)(C)C)cc1 (configuration not stated) | 0 | 1 | 0.97 | -1 | 1.2 | 5 | 0 | 3 | -16

Reprinted at random: 5 entries already listed.
SMILES | SENP1 inh | APOBEC3A inh | mIAP activ | MIN6 prolif | hIAP act | NLRP3 yeast inh | APOBEC3G inh | mIAP inh | hIAP inh
Cc1ccc(Nc2c(-c3ccc(N4CCOCC4)cc3)nc3ncccn23)cc1 | -44 | 0 | 0.96 | 5 | 1 | 14 | -10 | 4 | -2
COC(=O)c1ccccc1C(=O)N(Cc1cccnc1)CC1CCCN(C2CCCCC2)C1 (configuration not stated) | -15 | 1 | 1.1 | -4 | 1.1 | 7 | 5 | -8 | -10
Cc1cccc(C)c1NC(=O)CCCSc1nnc(N)s1 | -1 | 7 | 0.99 | 3 | 1.2 | 8 | -16 | 1 | -17
Nc1c(C(=O)NCc2ccco2)nnn1CC(=O)Nc1ccccc1 | 2 | -1 | 1 | -4 | 1.1 | 8 | -4 | 0 | -11
COc1ccc(OC)c(C2c3c(oc4ccccc4c3=O)C(=O)N2CCCN(C)C)c1 (configuration not stated) | 2 | -4 | 0.96 | -1 | 1.1 | 20 | -4 | 4 | -11

Three entries out of the list, ordered by count of non-hydrogen atoms, largest number first.
SMILES | SENP1 inh | APOBEC3A inh | mIAP activ | MIN6 prolif | hIAP act | NLRP3 yeast inh | APOBEC3G inh | mIAP inh | hIAP inh
CSCCC(NS(=O)(=O)c1ccc(Cl)cc1)C(=O)OCC(=O)c1ccc(F)cc1 (configuration not stated) | 5 | -3 | 1 | -1 | 0.97 | -1 | -8 | -4 | 3
CCN(CC)Cc1c(C(=O)N/N=C/c2cccs2)nnn1-c1nonc1N | 0 | 0 | 1 | 0 | 0.99 | -8 | -4 | -4 | 1
CCOC(=O)COc1ccccc1/C=C1/NC(=O)NC1=O | 1 | 1 | 1 | 0 | 1.1 | 4 | -5 | -2 | -7
